Glioma ERSR ind – induces the endoplasmic reticulum stress response in human glioma cells; U87-MG GRP78 promoter luciferase reporter, 16 h; Potency, µM, without a hit: top-dose activation, most hits filed as activators; hit rate 0.02% among 420,000; AID 602332; note: potency is the fitted concentration of half-maximal effect; series mostly up to about 76 µM; % of control where 0% means no effect; nearly all actives have a fitted effect of over 35% in size
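Stably transfected U87-MG glioma cells carrying a GRP78-based luciferase sensor; 16 h compound incubation. Luminescence end-point read 10 min after Bright-Glo addition at room temperature.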
POLH inh – inhibitors of human DNA polymerase eta | Potency, µM (series often up to 114 µM), for the others: at the top dose activity change, negative = inhibition, most hits filed as inhibitors | AID 588591 | recombinant Pol eta, fluorescent DNA replication assay | hit rate 1.2% among 390,000; note: potency is the fitted concentration of half-maximal effect; % is set by controls: 0 for no effect and ±100 for the full control effect
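Fluorescent replication assay: 50 nM final substrate added after a 15 min room-temperature compound preincubation with 10 nM enzyme. Signal taken at 0 min and again at 10 min.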
Pol kappa inh – inhibitors of human DNA polymerase kappa | Q9UBT6 | hit rate 0.53% among 400,000 | Potency, µM (highest dose often 107 µM), for inactives: at the top dose activity, negative = inhibition, actives largely listed as inhibitors | purified Pol kappa, fluorescent DNA synthesis assay, 10 min; note: potency is the fitted concentration of half-maximal effect; % is set by controls: 0 for no effect and ±100 for the full control effect
Target sequence (Q9UBT6 whole entry, looked up): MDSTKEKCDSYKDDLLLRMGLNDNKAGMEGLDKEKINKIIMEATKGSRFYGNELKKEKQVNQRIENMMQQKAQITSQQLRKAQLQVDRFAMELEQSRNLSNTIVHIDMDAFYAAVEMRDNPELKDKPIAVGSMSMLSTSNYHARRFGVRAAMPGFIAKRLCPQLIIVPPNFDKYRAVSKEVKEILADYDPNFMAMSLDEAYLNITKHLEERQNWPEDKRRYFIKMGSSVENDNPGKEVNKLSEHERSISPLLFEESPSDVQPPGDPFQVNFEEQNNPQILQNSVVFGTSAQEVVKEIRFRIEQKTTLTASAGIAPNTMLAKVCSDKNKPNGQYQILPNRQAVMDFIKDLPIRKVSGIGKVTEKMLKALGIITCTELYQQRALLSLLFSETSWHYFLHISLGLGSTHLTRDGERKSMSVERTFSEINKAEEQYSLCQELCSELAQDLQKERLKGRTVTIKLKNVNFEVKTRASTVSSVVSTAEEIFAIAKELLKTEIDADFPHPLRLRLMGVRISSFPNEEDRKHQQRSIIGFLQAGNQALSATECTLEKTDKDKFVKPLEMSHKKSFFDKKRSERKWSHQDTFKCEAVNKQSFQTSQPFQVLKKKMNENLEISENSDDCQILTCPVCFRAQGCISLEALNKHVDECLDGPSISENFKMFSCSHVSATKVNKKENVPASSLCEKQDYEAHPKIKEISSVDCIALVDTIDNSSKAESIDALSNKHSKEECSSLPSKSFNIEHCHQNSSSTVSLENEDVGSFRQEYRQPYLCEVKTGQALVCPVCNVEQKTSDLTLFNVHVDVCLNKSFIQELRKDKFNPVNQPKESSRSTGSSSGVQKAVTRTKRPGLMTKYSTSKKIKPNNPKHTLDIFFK
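50 nM final substrate added after 15 min RT preincubation of 10 nM Pol kappa with compound; fluorescence read at 0 and 10 min.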
LDHA block – inhibitors of human lactate dehydrogenase A; purified LDHA, NADH/diaphorase-resazurin fluorescence; stronger effect = lower value; hit rate 0.15% among 480,000; activity change, % (values are at about 110 or 230 µM); in the data active = activity change below about -30%; inconclusive = mostly about -25% to -30%;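 note: plate controls were DMSO wells for no effect and wells without enzyme for full effect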
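Resorufin fluorescence (ex540/em590), read at 0 and 20 min after diaphorase/resazurin addition, reports the NADH left after a 5 min room-temperature reaction of 2 nM human LDH5 with 0.06 mM NADH and 0.2 mM pyruvate.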
BLM helicase inh – inhibitors of human Bloom syndrome helicase BLM; P54132; hit rate 0.2% among 350,000; Potency, µM (titrated, usually from 56.1 µM), for the others: top-dose activity change, negative = inhibition, actives largely listed as inhibitors; recombinant BLM DNA unwinding, fluorescence dequenching;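 note: potency is the fitted concentration of half-maximal effect; plate controls were vehicle for no effect and no enzyme for full effect; nearly all actives have a fitted effect of over 35% in size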
POLB inh – DNA polymerase beta (human) inhibition | hit rate 1.3% among 340,000 | P06746 | Potency, µM (highest dose often 114 µM), without a hit: at the highest dose activity change, negative = inhibition, hits mostly inhibitors | AID 485314 | Pol beta primer extension/strand displacement, fluorescence kinetic; note: potency is the fitted concentration of half-maximal effect; % is set by controls: 0 for no effect and ±100 for the full control effect
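Kinetic readout of DNA synthesis with strand displacement by Pol beta. Compound and 10 nM enzyme sit 15 min at room temperature; 50 nM substrate starts the reaction, read immediately and at 10 min.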
Pol iota inh – DNA polymerase iota (human) inhibition | Q9UNA4 | hit rate 1% among 390,000 | Potency, µM (highest dose often 115 µM), for inactives: at the top dose activity, negative = inhibition, actives largely listed as inhibitors | Pol iota fluorescent replication assay, 10 min | AID 588590; note: potency is the fitted concentration of half-maximal effect
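Fluorescent replication assay read twice, at 0 min and 10 min after adding 50 nM (final) substrate. Enzyme (10 nM) and compounds were first incubated 15 min at room temperature; enzyme-free buffer wells were negative controls.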
APEX1 inh – blocks human APE1 abasic DNA cleavage; Potency, µM (series often up to 65.8 µM), for the others: at the highest dose activity change, negative = inhibition, actives largely listed as inhibitors; AID 2517; hit rate 0.35% among 350,000; recombinant APE1, TAMRA/BHQ-2 abasic DNA cleavage fluorescence;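 note: potency is the fitted concentration of half-maximal effect; plate controls were vehicle for no effect and reference inhibitor for full effect; nearly all actives have a fitted effect of over 55% in size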
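Compound pre-exposure to 0.75 nM APE1, 15 min at ambient temperature. Reaction initiated with 50 nM TAMRA/BHQ-2 THF substrate, read immediately in kinetic mode, 525 nm excitation, 598 nm emission.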
Anesthetic bind – binds horse apoferritin like a general anesthetic; apoferritin/1-aminoanthracene competitive binding, fluorescence; AID 485281; P02791; Potency, µM (doses to about 77.5 µM), for the others: top-dose activity change, negative = displacement, hits mostly inhibitors; hit rate 0.074% among 350,000; note: potency is the fitted concentration of half-maximal effect; % is set by controls: 0 for no effect and ±100 for the full control effect; nearly all actives have a fitted effect of over 20% in size
Target sequence (P02791 2-175 limits assumed): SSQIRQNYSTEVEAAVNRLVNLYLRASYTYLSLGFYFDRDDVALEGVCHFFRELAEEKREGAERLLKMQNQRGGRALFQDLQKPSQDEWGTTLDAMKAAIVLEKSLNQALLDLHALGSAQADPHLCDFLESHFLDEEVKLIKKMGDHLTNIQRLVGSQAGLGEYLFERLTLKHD
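10 uM apoferritin + 50% sat. 1-AMA, PBS; cpd 10 min RT; Ex380/Em535 endpoint; normalized to free probe vs complex; 4-param Hill fit; propofol titration as pos. ctrl.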
The depositor's hits bear a star; ? = inconclusive; · = not tested or not shown; & = joins results of further samples; [ ] = remark or other dose. Unless noted, calls come from the whole dose curve; as a rule, active = well fitted curve in the direction sought with a large enough effect; inconclusive = small, poorly fitted or top-dose-only effect, or another doubt; inactive = no such curve, though single readings can be large; an effect the other way counts as inactive or inconclusive. An excerpt. The share of hits here may be higher or lower than overall.

SMILES	Glioma ERSR ind	POLH inh	Pol kappa inh	LDHA block	BLM helicase inh	POLB inh	Pol iota inh	APEX1 inh	Anesthetic bind
CC12CN(C(=O)c3ccco3)CC(c3ccccc3)(CN(C(=O)c3ccco3)C1)C2=O	-2%	-11%	-5%	-9	3%	0%	9%	2%	-1%
Cc1cc(=O)[nH]c2nnc(SCc3ccc(C(F)(F)F)cc3)n12	-4%	-10%	-5%[60.1 µM]	-5	2%	-5%	1%	·	-10%
CC1=C2C(=O)OC(c3ccoc3)C2(C)CCC1 (stereo unspecified)	-3%	-14%	-5%	-2	2%	-10%	-9%	-1%	?
O=C(NCCCn1ccnc1)c1cn(-c2ccccc2)nc1-c1ccc(F)cc1	0%	-7%	-7%	-4	-1%	19%	-7%	10%	-21%
CCN(C(=O)COC(=O)COc1ccc(Cl)c(C)c1)C1CCS(=O)(=O)C1 (stereo unspecified)	-1%	-11%	5%	-4	·	·	21%	-7%	·
O=C(C1CCN(CC2CC=CCC2)CC1)N(CCc1ccccc1)Cc1ccccc1 (stereo unspecified)	-4%	-9%	3%	-14	1%	3%	0%	1%	-3%
COC(=O)C1(C)NC(c2ccc(O)cc2)C2C(=O)N(c3ccc(F)cc3)C(=O)C21 (stereo unspecified)	1%	-19%	-15%	-12	0%	34%	3%	14%	5%
C/C(N)=C(/C#N)C(=O)CN1C(=O)NC(Cc2c[nH]c3ccccc23)C1=O (stereo unspecified)	1%	32µM*	?	0	-18%	28µM*	?	15µM*	5%
O=C(CCN1C(=O)c2ccccc2C1=O)N1CCN(Cc2ccc(Cl)cc2Cl)CC1	-1%	-6%	-10%	2	-2%	-23%	9%	-7%	?
COc1cc(OC)cc(-c2nc3n(n2)C(c2ccccc2F)C(C(=O)Nc2cccnc2)=C(C)N3)c1 (stereo unspecified)	-2%	-10%	-10%	-7	-8%	-6%	-3%	·	-1%

A second format for 3 compounds above.
CC12CN(C(=O)c3ccco3)CC(c3ccccc3)(CN(C(=O)c3ccco3)C1)C2=O
  Glioma ERSR ind: -2% | POLH inh: -11% | Pol kappa inh: -5% | LDHA block: -9 | BLM helicase inh: 3% | POLB inh: 0% | Pol iota inh: 9% | APEX1 inh: 2% | Anesthetic bind: -1%
CC1=C2C(=O)OC(c3ccoc3)C2(C)CCC1 (stereo unspecified)
  Glioma ERSR ind: -3% | POLH inh: -14% | Pol kappa inh: -5% | LDHA block: -2 | BLM helicase inh: 2% | POLB inh: -10% | Pol iota inh: -9% | APEX1 inh: -1% | Anesthetic bind: ?
COc1cc(OC)cc(-c2nc3n(n2)C(c2ccccc2F)C(C(=O)Nc2cccnc2)=C(C)N3)c1 (stereo unspecified)
  Glioma ERSR ind: -2% | POLH inh: -10% | Pol kappa inh: -10% | LDHA block: -7 | BLM helicase inh: -8% | POLB inh: -6% | Pol iota inh: -3% | APEX1 inh: · | Anesthetic bind: -1%

The listing continues:
SMILES	Glioma ERSR ind	POLH inh	Pol kappa inh	LDHA block	BLM helicase inh	POLB inh	Pol iota inh	APEX1 inh	Anesthetic bind
COc1cccc(C2(O)CC(C(F)(F)F)=NN2C(=O)c2ccccn2)c1 (stereo unspecified)	6%	-5%	-11%	-5	-6%	0%	12%	1%	-12%
CCCc1ccc(OCC(=O)Nc2sc3c(c2C(=O)OC)CCCCC3)cc1	-3%	-17%	-16%	-5	-1%	-21%	93%[activator]	·	-5%
CNC(=S)NNC(=O)Cc1ccc(O)cc1	-4%	-7%	-14%	1	1%	21%	11%	-12%	-1%
COc1ccc(Nc2nc(C(=O)N(CCO)Cc3ccccc3)cs2)cc1	-2%	-10%	-6%	3	-3%	?	7%	1%	-18%
O=C(CN1C(=O)COc2ccccc21)NCCN1CCc2ccccc2C1	-1%	5%	-3%	-11	16%	-3%	14%	7%	-2%
CC(C)C[C@H](NC(=O)CNC(=O)[C@@H]1CCCN1C(=O)[C@H](CCCNC(=N)N)NC(=O)[C@H](CC(=O)O)NC(=O)[C@@H](NC(=O)[C@H](CC(N)=O)NC(=O)[C@@H](NC(=O)[C@H](CC(=O)O)NC(=O)CNC(=O)[C@@H](NC(=O)[C@@H](NC(=O)[C@H](C)NC(=O)[C@@H](N)CCC(N)=O)[C@@H](C)O)C(C)C)C(C)C)[C@@H](C)O)C(=O)N[C@@H](CC(C)C)C(=O)N[C@@H](CC(=O)O)C(=O)N[C@@H](CC(C)C)C(=O)N[C@@H](CCCCN)C(=O)O	-7%	·	16%[60.1 µM]	·	0%	·	·	-10%	4%
COc1ccc(Cn2c(C(=O)O)c(CNCCc3cccs3)c3ccc(C)cc32)cc1	-5%	-20%	7%	-1	-2%	30%	22%	·	-7%
O=c1c2ccccc2nc(SCc2ccccc2Cl)n1Cc1ccccc1	-8%	-14%	-11%	0	-5%	1%	22%	10%	-5%
O=C(Cn1nc(Cc2cccnc2)c2ccccc2c1=O)Nc1ccc2c(c1)OCO2	-1%	-3%	5%	2	0%	-13%	46%[activator]	-1%	2%
COc1cc(/C=C(\NC(=O)c2ccccc2)C(=O)NC(C(=O)O)c2ccccc2)cc(OC)c1OC (stereo unspecified)	-4%	-14%	8%	1	1%	0%	27%	62%[activator]	-5%
CC1CN(C(=O)CCC(=O)N2CCN(c3cccc(C(F)(F)F)c3)CC2)c2ccccc2O1 (stereo unspecified)	-2%	-10%	-12%	-13	-9%	-23%	20%	47%[activator]	-4%
COc1ccc(S(=O)(=O)Nc2ccccc2-c2nc3ccccc3[nH]c2=O)cc1	-6%	-18%	-13%	-4	1%	1%	140%[activator]	-15%	-2%
O=C(NCCc1ccc(Cl)cc1)C1CCN(C(=O)c2sccc2-n2cccc2)CC1	0%	-6%	-1%	-6	-1%	16%	2%	1%	-13%
COc1cccc(-n2c(SCC(=O)N3CCc4ccccc43)nc3c([nH]c4ccccc43)c2=O)c1	-4%	-20%	-3%[60.1 µM]	-5	-8%	11%	19%	·	-2%
Cn1c(=O)oc2cc(S(=O)(=O)N3CCCC(C(=O)NCC4COc5ccccc5O4)C3)ccc21 (stereo unspecified)	-3%	-11%	-13%	1	1%	-2%	-16%	-1%	-13%
COc1ccc(S(=O)(=O)N2CCCOC2CNC(=O)C(=O)NCCCn2ccnc2)cc1 (stereo unspecified)	-3%	-17%	-1%	5	-4%	-23%	55%[activator]	-3%	-13%
CC(C)(C)Nc1scc(-c2ccccc2)[n+]1-c1ccccc1	-1%	-11%	5%	-10	11%	5%	-6%	-4%	-1%
CN(C)CCCNC(=O)c1cc(C(=O)Cc2ccccc2)c[nH]1	1%	-4%	-20%	-6	3%	27%	7%	2%	-15%
N#C/C(=C\c1cn(Cc2ccc(C#N)cc2)c2ccccc12)C(=O)NCc1cccs1	-6%	-9%	-5%	-3	2%	3%	-6%	9%	-9%
O=C(Nc1ccccc1C(=O)N1CCN(CCO)CC1)c1cccc([N+](=O)[O-])c1	-3%	1%	-6%	-8	1%	46%	28%	-14%	-4%
C/C(=C(/NC(=O)c1ccccc1)C(=O)O)c1ccco1	0%	?	-29%	-1	-4%	-23%	-6%	3%	-7%
CC(=O)Nc1nc(-c2cccs2)cs1	13%	-3%	-4%	-4	-11%	4%	5%	9%	-7%
CCOC(=O)N1CCN(C(=O)C2CC(=O)N(c3ccc(C)cc3)C2)CC1 (stereo unspecified)	0%	-13%	0%	0	·	·	-3%	32%	·
COc1ccccc1N(CC(=O)Nc1cc(C)on1)S(=O)(=O)c1cccc(C(F)(F)F)c1	-6%	-23%	-6%	0	·	·	-27%	3%	·
CCCCc1ccc(NC(=S)NCc2ccccc2OC)cc1	-4%	-1%	-10%	-2	-15%	1%	23%	?	5%
CCNC(=S)N1CCN(C(c2ccccc2)c2ccccc2)CC1	-3%	-1%	-7%	-2	-13%	8%	40%[activator]	0%	-10%
C=CCc1ccccc1OCC(O)CN1CCN(Cc2ccc3c(c2)OCO3)CC1 (stereo unspecified)	0%&1%	-11%&-23%	-15%&-11%	1&-1	0%&-1%	9%&-22%	-8%&-8%	-12%&5%	2%&-13%
O=S1(=O)N=C(c2ccccc2)C=C(c2ccccc2)N1	0%	-16%	-6%	-8	·	·	12%	-1%	·
O=C(CN1CCOCC1)N/N=C/c1ccccc1	0%	2%	4%	-6	-11%	42%[activator]	74%[activator]	20%	-3%
CCOc1ccc(S(=O)(=O)N(C)c2ccc(OCC(=O)Nc3nc(-c4cc(OC)ccc4OC)cs3)cc2)cc1	-3%	-4%	-20%	-2	-1%	-9%	16%	-6%	-5%
COc1cccc(NC(=O)CCCCCN2C(=O)[C@@H]3Cc4ccccc4CN3C2=O)c1	-1%	-18%	-17%	-5	-5%	23%	91%[activator]	4%	-8%
CCOC(=O)CSc1n[nH]c(NC(=O)NC(C)C)n1	0%	-9%	-7%	-13	0%	38%	-2%	11%	-1%
CCC(=O)Nc1cccc(C2=NOC3(C2)C[C@@H](C(N)=O)N(C(=O)C(c2ccccc2)c2ccccc2)C3)c1 (stereo partly specified)	-4%	-28%	-6%	-3	-6%	5%	-10%	-4%	-5%
CCOc1ccc(N=Nc2c(N)[nH][nH]c2=O)cc1	1%	-26%	-5%	1	-4%	0%	11%	1%	5%
Cc1cc(C(=O)N/N=C/c2c(C)[nH]c3ccccc23)n[nH]1	-2%	-17%	-12%	-4	-10%	-1%	19%	0%	5%
COc1ccc(-c2cc(C(=O)NCCc3ccc(Cl)cc3)[nH]n2)cc1	-3%	7%	1%	-9	-3%	-11%	18%	·	5%
O=[N+]([O-])c1ccc(Cc2ccc([N+](=O)[O-])cc2)cc1	-4%	-3%	0%	-2	·	·	-4%	·	·
COc1ccc(Cl)cc1NC(=S)NCCc1ccc(F)cc1	-3%	-28%	-17%	-4	-8%	-10%	4%	3%	-8%
O=C(CNC(=O)c1ccccc1Br)N/N=C/c1cccnc1	-2%	-9%	-10%	-5	-3%	2%	-8%	-19%	?
CCc1cccc(NC(=O)CSCc2nc3sc(C)c(C)c3c(=O)[nH]2)c1	-6%	-22%	-6%	-1	·	·	25%	7%	·
CCC(C)NC(=O)c1sc2nc(C)c(C(=O)Nc3ccc(C)cc3C)c(-c3ccc(Cl)cc3)c2c1N (stereo unspecified)	-3%	-19%	4%	-3	-8%	11%	4%	·	302%[activator]

Compound activity: PubChem BioAssay, National Center for Advancing Translational Sciences (NCATS)
